Y pestis TopoI – blocks Yersinia pestis topoisomerase I activity; Y. pestis Topo-I cleavage product accumulation, plate reader; activity, % at 10 µM; 0.064% of 360,000 active; AID 504884; in the data active = activity above about 50%, passing the limit was not always enough; note: inactives centre near 2
VHR inh abs – DUSP3 (human) phosphatase inhibition. 0.52% of 290,000 active. inhibition, % at 13.3 µM. recombinant VHR phosphatase, pNPP absorbance. AID 1654; in the data active = inhibition above about 50%; note: some compounds called inactive have numbers as strong as hits
Target sequence (P51452 whole entry, looked up): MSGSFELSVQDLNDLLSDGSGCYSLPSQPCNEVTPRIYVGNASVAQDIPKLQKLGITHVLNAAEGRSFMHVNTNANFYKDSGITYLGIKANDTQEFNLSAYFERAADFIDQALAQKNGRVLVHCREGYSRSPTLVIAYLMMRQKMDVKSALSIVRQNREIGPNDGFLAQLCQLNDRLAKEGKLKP
BH1578 lux ind – induces V. cholerae light production without autoinducers | V. cholerae BH1578 lux reporter, luminescence, 6 h | 0.16% of 350,000 active | activation, % at 18.7 µM; in the data active = activation mostly above about 9.7%, no sharp cut-off; note: not every result past the cut was called active; inactives centre near 0; reference of the scale not given here
MazF activator – increases E. coli MazEF RNase cleavage of RNA | P0AE70 | FAM/BHQ RNA-DNA oligo cleavage fluorescence, 5 h | activation, % at 20 µM | 0.32% of 350,000 active | AID 504720; in the data active = activation above about 50%
Target sequence (P0AE70 whole entry, looked up): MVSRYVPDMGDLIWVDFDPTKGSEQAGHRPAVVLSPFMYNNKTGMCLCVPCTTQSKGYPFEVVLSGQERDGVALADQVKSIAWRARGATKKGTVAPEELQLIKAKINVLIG
CCHF vOTU inh – blocks the CCHF virus ovarian tumor domain protease | CCHFV vOTU protease, Pep-AMC fluorescence | inhibition, % at 11.5 µM | 0.55% of 370,000 active | AID 651958; in the data active = inhibition above about 30%; note: 0% = vehicle wells with enzyme and 100% = no enzyme wells
TcdB inh – TcdB glycohydrolase inhibition | P18177 | TcdB glycohydrolase enzymatic assay, plate reader | inhibition, % at 9.99 µM | 0.24% of 350,000 active; in the data active = inhibition above about 10%
SARS 3CLpro inh – SARS-CoV 3CLpro protease inhibition; 0.14% of 290,000 active; recombinant SARS-CoV 3CLpro, quenched FRET peptide cleavage; inhibition, % at 6 µM; AID 1706; in the data active = inhibition above about 12%
Rv3671c inh – inhibitors of M. tuberculosis serine protease Rv3671c | P9WHR9 | 0.048% of 320,000 active | inhibition, % at 5.96 µM; in the data active = inhibition above about 38%;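 note: extracellular domain of Rv3671c used as enzyme; 0% = enzyme with DMSO and 100% = no enzyme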
Target sequence (P9WHR9 whole entry, looked up, the tested form may be a part): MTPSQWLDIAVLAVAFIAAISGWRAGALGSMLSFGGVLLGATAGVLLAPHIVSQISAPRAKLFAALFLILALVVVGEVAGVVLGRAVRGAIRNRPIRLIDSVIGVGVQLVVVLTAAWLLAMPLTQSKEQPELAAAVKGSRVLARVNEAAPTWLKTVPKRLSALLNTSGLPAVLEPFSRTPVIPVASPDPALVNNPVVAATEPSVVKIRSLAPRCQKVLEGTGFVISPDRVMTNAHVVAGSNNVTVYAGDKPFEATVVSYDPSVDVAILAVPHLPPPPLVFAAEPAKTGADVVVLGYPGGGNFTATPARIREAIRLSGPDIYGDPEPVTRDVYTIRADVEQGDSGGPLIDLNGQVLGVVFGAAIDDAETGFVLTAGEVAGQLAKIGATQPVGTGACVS
PrPC surface inh – cell surface PrPC inhibition, primary TR-FRET screen. TR-FRET read-out. inhibition, % at 13.8 µM. 0.43% of 370,000 active; in the data active = inhibition above about 24%; note: 0% = median of the test wells and 100% = reference compound wells
SSB-PriA inh – blocks PriA binding to SSB C-terminal tail; inhibition, % at 33 µM; 0.6% of 430,000 active; AlphaScreen SSBct-PriA binding, biotinylated peptide; AID 1272365; in the data active = inhibition mostly above about 37%, no sharp cut-off; inactive = mostly below about 20%;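 note: plate controls were negative control peptide for no effect and reference peptide for full effect; strong numbers were not always called active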
The depositor's hits bear a star; i = inactive; · = no result given; & = joins results of further samples. An excerpt, so the mix of outcomes need not match the whole.

Values run as follows: TcdB inh, BH1578 lux ind, SSB-PriA inh, VHR inh abs, SARS 3CLpro inh, Rv3671c inh, CCHF vOTU inh, PrPC surface inh, MazF activator, Y pestis TopoI
Cc1ccc(N2CC(C(=O)OCC(=O)C(C)(C)C)CC2=O)cc1 (configuration not stated)
    ·, i, -23, 33, 5, 2, 2, -2, 9, -5
COc1ccc(C(=O)COc2ccccc2C#N)cc1
    0.7, -0.5, -2, 2, 0, -7, -9, -8, -8, -5
Cc1ccc(-c2nc(SC(C)C(=O)NC3CC3)n[nH]2)cc1 (configuration not stated)
    -3.8, -0.8, ·, ·, ·, ·, -10, 7, 5, 5
COc1ccc(NC(=O)c2cc(-c3ccccn3)nc3ccccc23)c(OC)c1
    2.2, -0.8, 6, ·, ·, -5, 4, -4, 7, 5
O=C(Nc1ccc(N2CCCCC2)cc1)C1CCCN1S(=O)(=O)c1ccc(F)cc1 (configuration not stated)
    -1.2, i, 2, ·, ·, 4, -5, 2, 2, 17
CCOc1ccccc1NC(=O)C1CCCN(C(=O)Nc2ccccc2)C1 (configuration not stated)
    ·, i, -5, 38, 0, -5, -5, -2, -2, 2
COc1ccc2c(Cl)c(C(=O)NCCc3ccc(S(N)(=O)=O)cc3)sc2c1
    1.2, i, -5, -10, -2, -16, -7, 2, 1, 22
CC(C)(C)OC(=O)C[C@@H]1C/C=C\C[C@H](CC(=O)NCCO)C(=O)N[C@@H](Cc2ccccc2)COC1=O
    0.6, i, 16, ·, ·, -10, -1, -1, -1, 12
N#C/C(=C\c1ccncc1)c1nc2ccccc2[nH]1
    -1.0, -0.3, 4, 29, 0, ·, 12, -8, 1, -13
CCOC(=O)c1nn(-c2ccccc2F)c2nc(Nc3ccccc3)cc(=O)n12
    2.8, -0.3, 1, -8, -1, -2, -3, -2, -4, 11
O=C(CCCCCNC(=O)N1CCn2c1nc1ccccc12)NCCc1ccccc1
    -0.7, -0.3, 0, 11, -3, -8, 9, -7, 6, 16
COc1ccc(-c2noc(N3CCC(C(=O)Nc4ccc(OC)cc4OC)CC3)n2)cc1
    -1.0, i, -12, -10, 3, -3, 9, -6, -5, 9
O=C(COc1cccc(F)c1)NNC(=O)Cc1ccc(Br)cc1
    0.4, i, -3, ·, ·, -19, 0, -1, 5, -3
CCOC(=O)c1c(C)[nH]c(NC(=O)Nc2c(C)n(C)n(-c3ccccc3)c2=O)c1C
    -0.7, 1.5, 4, -8, 7, -1, -14, -9, 7, 3
CCc1ccccc1NC(=S)/N=C(\N)Nc1nc(C)c2cc(C)ccc2n1
    ·, -0.4, ·, -9, 0, -5, 4, 10, -12, -2
COc1cc(OC)cc(C(=O)N/N=C/c2ccc(OC)c(COc3ccc(F)cc3)c2)c1
    ·, 0.1, ·, 21, 2, -80, 22, 4, -4, 8
Cc1ccc(NC(=O)CCC(=O)NNC(=S)Nc2ccc(F)cc2)c(C)c1
    -0.3, -2.1, 2, 11, 0, -15, 10, -7, 9, 2
CC(=O)NC1CC2CCCC(C1)N2 (configuration not stated)
    ·, -1.6, -6, 13, 3, -3, -9, 7, 10, 1
CCCc1nc2c(=O)[nH]c3ccccc3c2o1
    ·, -1.7, -10, 15, -7, -3, 4, 2, 8, 0
O=C(O)c1cnn2c1C(=O)N(Cc1cccs1)CC2
    -0.3, -0.2, 2, 6, 3, -20, -5, -5, 5, -3
CC(OC(=O)CCN=C1NS(=O)(=O)c2ccccc21)C(=O)Nc1ccc(F)cc1 (configuration not stated)
    -1.5, i, -16, ·, ·, 6, 2, 6, 5, 6
Cc1ccc(NC(=O)CNc2cccc(C)c2C)c(C)c1
    ·, -5.6, -3, 11, 0, 5, 18, 4, 6, -1
Cc1ccc(C(=O)Nc2cccnc2)cc1S(=O)(=O)N1CCOCC1
    ·, i, -8, -6, -6, -4, -8, 0, 6, 2
CCOC(=O)c1c(NC(=O)c2cc(-c3cccc(O)c3)on2)sc(C(C)=O)c1C
    0.2, -0.3, -8, 19, 7, 4, 4, -5, -6, 0
Cc1cc(NC2CCCC2)n2ncc(-c3ccccc3)c2n1
    0.7, 0.7, -62, 14, 1, -4, -7, 0, -8, 2
COc1ccc(N2CCN(C(=O)Cc3ncc(C(F)(F)F)cc3Cl)CC2)cc1
    ·, i, 6, -4, -6, -1, 4, 6, 2, 0
Cc1sc2ncnc(N[C@@H](CCC(=O)O)C(=O)O)c2c1C
    ·, i, -9, 12, -5, 2, 13, 4, 4, -13
CCOC(=O)N1CCN(C2CCCN(C(=O)c3ccccc3C(F)(F)F)C2)CC1 (configuration not stated)
    0.6, i, -13, 4, 5, ·, 3, -3, -6, 5
CCOc1ccc(CNC(=O)C2CCCN(c3nnc(C)c4c(C)n(-c5ccccc5)nc34)C2)cc1 (configuration not stated)
    0.2, -0.4, -17, 7, -1, -9, 1, -4, 6, 16
Cc1ccc(NC(=O)CSc2nnc(-c3ccco3)o2)c(C)c1
    -0.7, -0.4, -13, 12, -3, 14, -16, 4, 14, 5

Only TcdB inh and Y pestis TopoI, for three of the compounds above:
canonical_smiles | TcdB inh | Y pestis TopoI
COc1ccc(N2CCN(C(=O)Cc3ncc(C(F)(F)F)cc3Cl)CC2)cc1 | · | 0
Cc1sc2ncnc(N[C@@H](CCC(=O)O)C(=O)O)c2c1C | · | -13
CCOC(=O)N1CCN(C2CCCN(C(=O)c3ccccc3C(F)(F)F)C2)CC1 (configuration not stated) | 0.6 | 5

The listing continues.
Values run as follows: TcdB inh, BH1578 lux ind, SSB-PriA inh, VHR inh abs, SARS 3CLpro inh, Rv3671c inh, CCHF vOTU inh, PrPC surface inh, MazF activator, Y pestis TopoI
Cc1nnc(NC(=O)CSc2nnc(Cc3cccn3C)n2-c2ccccc2)s1
    0.5, -0.2, -4, 8, 3, 1, -2, 11, -1, -2
O=C(CSc1nnc(CN2CCCCCC2=O)n1-c1ccccn1)NCC(F)(F)F
    ·, -1.8, -6, -3, 0, 6, -11, -4, 11, -9
COc1ccc(NS(=O)(=O)c2ccc3c(c2)oc(=O)n3C)cc1Cl
    -0.4, -1.4, -2, ·, 8, -20, 3, 10, -1, -4
CCN1CCN(CC(=O)Nc2nc3ccc(C)cc3s2)CC1
    1.1, 1.3, -16, 64, 6, -14, 4, 5, 7, -1
Cc1ccc(S(=O)(=O)NNC(=S)NC(=O)c2ccc([N+](=O)[O-])cc2)cc1
    ·, -0.3, -8, 2, 0, -1, 4, -5, -1, 0
COc1ccc(-c2csc(Nc3ccccc3)[n+]2CC(O)c2ccc([N+](=O)[O-])cc2)cc1 (configuration not stated)
    1.1, 0.5, 8&11, 13, 10, 10, -4, -17, -3, 1
Cc1ccc(C(=O)NN2C(=O)/C(=C/c3cccn3C)SC2=S)cc1
    1.0, -0.6, 42, 6, 2, -10, 4, -11, 9, 7
Cc1ccc2c(C)c(C(=O)N3CCN(Cc4ccccn4)CC3)oc2c1C
    -3.9, -1.5, -7, 14, 5, -1, 19, 0, -6, 22
NC1=NC(=O)C(CC(=O)NCc2ccccc2)S1 (configuration not stated)
    0.2, -3.0, -11&-6, 17, 6, 0, -8, 1, 0, 0
C/C(=N\NC(=O)c1c[nH]c2ccccc12)c1ccc2c(c1)OCO2
    1.0, i, ·, -6, -4, -3, 6, -1, 6, -5
CN1CCC(N(C)C(=O)c2cccc(S(=O)(=O)N3CCOCC3)c2)CC1
    0.7, -0.6, -5, ·, ·, -6, 6, 1, 0, 1
O=C(O)c1c[nH]c2c([N+](=O)[O-])cccc2c1=O
    0.6, i, -5, ·, ·, ·, -12, -50, 6, 0
CCN(CC)CCNC(=O)c1cc([N+](=O)[O-])c(N(C)C)cc1OC
    1.3, -0.1, -6, -1, 2, 0, 26, -1, -18, -1
CC(=O)c1cccc(OCc2cc(C(=O)NCCC3=CCCCC3)no2)c1
    -0.3, -0.3, -15, 11, 0, 2, -3, 9, -1, 38
O=C(/C=C/c1ccco1)NCC(=O)N/N=C/c1ccc(Cl)cc1
    0.1, i, ·, 28, 4, -8, -3, 7, 2, 6
CNC(=S)NNC(=O)c1sc(-c2cc(C)on2)nc1C
    1.6, 0.5, -3, 10, -5, -4, -1, 1, 6, -2
CCCn1nc(NC(=O)c2ccccn2)c2cc3cc(C)ccc3nc21
    ·, i, -22, 23, -1, -5, -7, 2, 8, 6
COCCSc1ccccc1C(=O)Nc1cc(C)on1
    1.7, 1.4, -12, 2, 0, 0, -17, -1, -1, 6
N#CCCN(C(=O)COC(=O)CNC(=O)c1ccc(-c2ccccc2)cc1)c1ccc(F)cc1
    -0.7, -12, -6, ·, ·, 2, 6, 4, -11, 24
CN(C)c1ccc(NC(=O)CCn2c(=S)oc3ccccc32)cc1
    -1.1, -0.7, 5, 23, 5, 4, -10, -6, 13, -7
N#C/C(=C/C1=C(N2CCOCC2)C(=C/c2ccc(Cl)cc2)/CC1)C(=O)Nc1ccccc1F
    1.5, -3.2, -7, ·, ·, ·, 6, 0, -98, 6
CN1CCN(NC(=S)Nc2ccc(Oc3ccccc3)cc2)CC1
    0.0, -0.3, 1, 22, 1, 2, -4, -1, -12, 1
C/C(=N\NC(=O)c1c(Cl)c(C)nn1C)c1ccc(NC(=O)C2CCC2)cc1
    1.9, -2.5, ·, 33, 2, -7, 9, 1, 5, -1
CCOC(=O)C1=C(C)c2ccccc2OC1(C(=O)OCC)C(C)C (configuration not stated)
    0.6, -1.5, -64, ·, ·, ·, 11, -8, 0, 13
CC(=O)O[C@H]1CC[C@H]2[C@@H]3CCc4cc(O)ccc4[C@H]3CC[C@]12C
    ·, 4.2, -22, 20, 2, 1, ·, ·, 10, 7
O=S1(=O)CCC(N=Cc2cc(Br)ccc2O)C1 (configuration not stated)
    ·, -1.7, -11, 13, 5, 0, 6, 7, 4, -6
COc1ccc(C(CNc2ccc(C(F)(F)F)cn2)N(C)C)cc1OC (configuration not stated)
    0.1, -0.6, 2, 41, 1, 3, -7, -3, 11, 2
CC(=O)Nc1ccc(N(C(=O)Cc2c[nH]c3ccccc23)C(C(=O)NC2CCCCC2)c2ccco2)cc1 (configuration not stated)
    ·, i, 13, -4, 6, -4, -5, 2, -7, 5
Cc1cc(-c2nnc3sc(C4CCCCC4)nn23)n[nH]1
    ·, -0.3, -1, 36, -4, -3, -12, -3, 7, 7
COc1cccc(NC(=O)CN(C)C(=O)Cn2cnc3ccccc3c2=O)c1
    2.3, i, 1, ·, ·, -2, 0, 1, -5, 3
O=C(CC1CCCCC1)NCC1CCCO1 (configuration not stated)
    ·, 17*, -24, 14, -1, -7, -7, -2, 9, 6
CCC(C)(C(=O)NC1CCCC1)N(Cc1ccco1)C(=O)Cc1cccs1 (configuration not stated)
    ·, 0.3, -4, 11, 2, 8, 2, 1, -2, 7
Cc1ccc(/C=C/C(=O)C2C(=O)c3ccccc3C2=O)cc1
    0.9, -7.1, -1, 10, 2, -4, -7, 3, 0, 2
